Growth percent in the NCI-60 one-dose screen (48 h, 10 µM unless noted): 100 = growth as untreated, 0 = no growth, -100 = all killed.
BT-549: BT-549 breast cancer; 78,000 tested, 4.4% active; AID 1794793
UACC-257: UACC-257 melanoma; AID 1794764; 78,000 tested, 4.4% active
UACC-62: UACC-62 melanoma. 81,000 tested, 5.4% active
HS 578T: HS 578T breast cancer; 78,000 tested, 4.1% active
SK-MEL-28: SK-MEL-28 melanoma | 81,000 tested, 4.1% active | AID 1794761
SK-MEL-2: SK-MEL-2 melanoma. 77,000 tested, 4.7% active. AID 1794763
MALME-3M: MALME-3M melanoma; 78,000 tested, 5.8% active; AID 1794766
T-47D: T-47D breast cancer. 79,000 tested, 5% active. AID 1794792
Starred values were filed as active, the others as inactive; . = no result given; & = joins results of further samples; [ ] = remark or other dose. The calls were made as follows: active = growth percent below 10; inactive = the rest.

SMILES	BT-549	UACC-257	UACC-62	HS 578T	SK-MEL-28	SK-MEL-2	MALME-3M	T-47D
CCc1ccc(S(=O)(=O)NC(=O)NC2CCCC2)cc1	105	97	96	104	104	113	95	96
C(=N/N=C(N/N=C/c1ccccc1)N/N=C/c1ccccc1)/c1ccccc1	107	114	98	102	103	130	109	97
NCCCNc1nc2c3c(sc2c(=O)[nH]1)CCCC3	107	.	98	106	112	104	104	91
CN(C(=O)Nc1ccc([N+](=O)[O-])cc1)c1ccccc1	92	106	101	115	107	91	93	102
CCOC(=O)c1sc(/N=C2\C(=O)Nc3c(Cl)cccc32)nc1C	99	108	94	94	110	91	92	83
CCOC(=O)C1C(=O)C=C(c2ccccc2)CC1c1sc(N(C)Cc2ccccc2)nc1Cl (centres undefined)	96	90	61	76	109	84	120	60
CN1CNC(=S)NC1	108	102	101	100	117	123	124	133
Cn1c(=O)c2c(nc(Br)n2CC(=O)Nc2ccc(F)cc2)n(C)c1=O	101	.	.	100	118	99	103	87
CCCCCC(Oc1ccc(Cl)cc1Cl)C(=O)OCC (centres undefined)	.	95	.	89	111	101	89	.
O=C1C=C(SCCO)C(=O)c2ccccc21	-26*	67	22	2.8*	43	28	-68*	-1.7*
Nc1ncnc(NC2CCCCC2)n1	101	.	98	121	103	99	102	91
CCC(C(O)c1ccccc1)[N+](=O)[O-] (centres undefined)	111	111	107	94	103	.	99	94
Nc1nc(Nc2ccc(F)c(Cl)c2)c2c(n1)-c1ccoc1CC2	98	94	87	103	105	97	96	66
NNC(=O)CC(=O)Nc1ccccc1Cl	93	90	97	102	117	88	100	89
COc1cc2c(cc1[N+](=O)[O-])-c1ccccc1C2	114	103	55	35	115	90	127	97
Cc1c(N=NC2C(=O)NN(c3nc(-c4ccccc4)c(C#N)c(=O)n3C)C2=O)c(=O)n(-c2ccccc2)n1C (centres undefined)	111	121	96	63	75	128	98	94
C=CCn1c(-c2ccc3nc(-c4ccc([N+](=O)[O-])cc4)[nH]c3c2)n[nH]c1=S	118	109	95	101	107	104	101	99
CN(C)C(=O)c1ccc2c3c(ccc(C(=O)N(C)C)c13)CC2	110	90	110	119	111	.	87	91
COc1ccc(/C=C(/C(=O)N2CCN(c3ccccc3)CC2)c2cc(OC)c(OC)c(OC)c2)cc1O	8.5*	58	27	39	62	.	60	68
Cc1ccccc1Nc1cc(O)c2c(=O)cc(-c3ccccc3)oc2c1	47	81	43	45	51	66	48	36
NNCCc1ccc(NC(=O)CCCc2ccccc2)cc1	96	78	90	92	109	91	95	82
COc1ccc(C2NC(=O)C(Cl)c3c2sc2c(F)cccc32)c(OC)c1 (centres undefined)	101	113	89	.	102	123	91	92
CC(=O)C1CCC2C3CCC4=CC(=O)CCC4(C)C3(C)C(=O)CC12C (centres undefined)	99	85	99	100	91	99	108	97
O=C(CO)NCc1ccccc1	.	102	95	111	107	114	95	107
O=[N+]([O-])c1ccc(Oc2ccc(Br)cc2)c([N+](=O)[O-])c1	75	76	76	85	98	88	106	56
CCN(CC)CCCCCCCNc1cc(OC)cc2c(C)ccnc12	83	93	91	72	105	109	103	54
O=C1Nc2ccccc2C1=Nc1ccc(F)c(Cl)c1	60	104	64	97	109	93	100	87
COc1ccc(NCC(=O)Nc2ncc(Cc3ccc(Cl)cc3)s2)cc1	77	78	17	85	78	46	71	46
Clc1ccc(CNc2ncnc3[nH]ncc23)cc1Cl	84	87	33	85	97	95	102	55
Nc1n[nH]c2cccc(C#Cc3cccc(NC(=O)c4cc(C(F)(F)F)cc(C(F)(F)F)c4)c3)c12	121	101	95	108	111	89	87	82
O=C1NC(=C(Cl)Cl)/C(=N/S(=O)(=O)N2CCC(C3(C(F)(F)F)N=N3)CC2)N1	99	97	92	96	99	101	100	47
C/C=C(\C)C(C(=O)NC1CCCCC1)N(C(=O)C1CCc2cc(F)ccc2O1)c1ccc(Br)cc1 (centres undefined)	101	97	89	83	.	103	96	97
Cc1cccc(C(C(=O)O)C(C)C)c1C (centres undefined)	96	100	.	102	108	104	95	96
CCOC(=O)c1c(SC)nn(-c2cc(=O)n(C)c3ccccc23)c1N	98	113	100	108	106	105	93	93
CN(C)CCn1c2ccccc2c2nc3cc(Cl)c(Cl)cc3nc21	94	105	88	79	104	115	80	61
Nc1nc(N)c2nc(CO)cnc2n1	107	90	100	67	117	98	119	93
COc1ccc(S(=O)(=O)O)cc1N=N/C(=N/Nc1cc(S(=O)(=O)O)ccc1OC)C(=O)Nc1ccccc1	101	103	.	109	119	101	.	95
CC1CC(OC(=O)CCl)CC(C)(C)C1 (centres undefined)	103	101	105	.	106	95	101	91
COc1ccc2nc3c(n2c1)C(=O)C(=O)c1ccccc1-3	-72*	-83*	-91*	-6.3*	-83*	-75*	-90*	21
Clc1ccc(-c2ncc(-c3ccccc3)o2)cc1	103	102	105	90	104	103	113	77
O=c1nc(NO)ccn1C1CCCO1 (centres undefined)	.	111	103	.	116	134	128	100
O=S(=O)(Nc1ccc(C(F)(F)F)cc1)c1ccc(-c2ccc(Cl)cc2Cl)cc1	89	86	73	92	103	93	101	47
O=C1N=c2ccccc2=C1c1sc(=Nc2ccccc2)n(Nc2ccccc2)c1O	106	106	92	102	112	103	108	98
C/C(=C(/Cl)C(=O)Nc1ccccc1C(=O)O)c1ccc(Cl)cc1	100	113	95	88	113	106	100	72
Clc1cc(Nc2ncnc3sc4c(c23)CCCC4)ccc1OCc1ccccc1	101	87	79	93	104	81	107	49
O=C(NC1=Nc2ccccc2C(=O)NN1)c1cc2ccccc2[nH]1	91	107	98	.	115	99	102	93
O=[N+]([O-])c1ccc(/C=N/NC2=NCCN2)cc1	111	105	98	102	112	142	105	107
N#Cc1c(-c2cccs2)nc(N2N=C(c3ccccc3)CC2c2ccc(F)cc2)[nH]c1=O (centres undefined)	90	100	87	103	105	101	98	73
O=C(Nc1cccc(F)c1)Nc1ccc(F)c(C(=O)c2c[nH]c3ncccc23)c1F	.	105	77	76	100	107	84	104
CN(C)CCOC(=O)C(c1ccccc1)c1ccccc1	99	.	97	96	109	97	102	85
C=CCNC(=O)/C(=C/c1cccc([N+](=O)[O-])c1)NC(=O)c1ccccc1	88	7.5*	95	108	119	19	102	98
Cc1c([N+](=O)[O-])cc(C(C)(C)C)cc1[N+](=O)[O-]	102	85	103	100	99	72	118	.
CC1=CSC2=NC(c3ccc(Cl)cc3)=CC(c3ccc(Cl)cc3)N12 (centres undefined)	108	105	102	107	115	105	96	94
O=C1Nc2cc(Cl)ccc2/C1=C\c1c[nH]c2ccc(F)cc12	115	110	80	86	109	89	.	83
O=C(O)c1cc(-c2ccc(Cl)c(Cl)c2)nc2cc3ccccc3cc12	96	101	95	108	104	111	82	88
CCOC(=O)/C(C#N)=C(\NC(=O)c1ccccc1)SC	98	103	100	90	98	110	100	89
O=C(O)c1cn(C2CC2)c2cc(N3CCN(CN4C(=O)C=CC4=O)CC3)c(F)cc2c1=O	108	96	98	106	109	112	102	.
O=C(/C=C\c1ccccc1)CCN1CCCC1	.	102	96	92	98	99	105	77
Cc1ccc2c(OCC(=O)N/N=C/c3ccc(Cl)cc3)cc(=O)[nH]c2c1	102	106	93	108	102	111	93	102
CNC(=O)Cn1nnc(C(=O)OC)c1CCc1ccccc1	104	90	97	93	113	95	104	83

Overlap with the part before: 3 entries, then new ones.
SMILES	BT-549	UACC-257	UACC-62	HS 578T	SK-MEL-28	SK-MEL-2	MALME-3M	T-47D
O=C(/C=C\c1ccccc1)CCN1CCCC1	.	102	96	92	98	99	105	77
Cc1ccc2c(OCC(=O)N/N=C/c3ccc(Cl)cc3)cc(=O)[nH]c2c1	102	106	93	108	102	111	93	102
CNC(=O)Cn1nnc(C(=O)OC)c1CCc1ccccc1	104	90	97	93	113	95	104	83
Cc1nnc(SCc2nc3sc4c(c3c(=O)[nH]2)CCCC4)[nH]c1=O	120	.	105	113	114	98	125	92
O=C1NC(=S)NC(=O)C1=Cc1ccc(Cl)c(Cl)c1	111	117	97	121	117	128	108	104
CC[C@H](Nc1cc(C)nc(N)n1)c1nc2cccc(NCc3ccc(C(=O)NO)cc3)c2c(=O)n1-c1ccccc1	49	12	9.7*	32	5.5*	33	38	19
CC1=C(c2cc(-c3ccc(N(C)C)cc3)n[nH]2)C(c2ccccc2)NC(=S)N1 (centres undefined)	103	94	91	93	100	105	100	107
CCCCCOC(=O)Nc1nc(=O)n(C2O[C@H](C)[C@@H](O)[C@H]2O)cc1F (some centres undefined)	102	96	95	104	115	.	103	102
O=C(OCC(O)C(=O)NC12CC3CC(CC(C3)C1)C2)c1ccc(Cl)cc1 (centres undefined)	107	97	101	95	110	86	105	94
COc1ccc(/C=C/c2nc(Nc3ccc(NC(=O)Nc4ccc(Cl)cc4)cc3)c3ccccc3n2)cc1	92	106	102	98	100	109	92	99
Cc1ccc(NC(=O)CNc2cc(C(N)=O)cc(F)c2C)c(Cl)c1	102	107	82	93	100	101	106	104
O=C(NNC(=O)c1ccc(-n2cc(-c3ccccc3)nn2)cc1)Nc1cccc2ccccc12	99	107	96	95	108	113	104	102
O=C1NC(=O)/C(=C\c2cn(-c3ccccc3)nc2-c2ccc(F)cc2)S1	84	62	72	104	108	84	91	58
CCOC(=O)N1C(=O)/C(=C\c2ccc(Br)cc2)SC1=Nc1c(C)nn(-c2ccccc2)c1N	85	97	97	100	114	95	.	102
CCOC(=O)C1=C(C)N=C2Sc3cc(OC)ccc3N2C1c1ccccn1 (centres undefined)	89	.	82	96	110	111	103	74
O=C1c2ccccc2C(=O)N1CC[n+]1ccccc1	98	111	106	118	95	97	96	81
Oc1cc(CN2CCOCC2)c(O)cc1CN1CCOCC1	101	126	95	107	133	96	95	110
COC(=O)[C@H](Cc1ccc(O)cc1)n1cc(COC(=O)c2cccc3c(=O)c4ccccc4n(Cc4cn([C@@H](Cc5ccc(O)cc5)C(=O)OC)nn4)c23)nn1	104	96	97	97	109	105	98	91
CCCCC1(CO)NC(=O)NC1=O (centres undefined)	.	97	116	95	108	107	106	85
COc1cc(C)cc(C(O)Cc2cccc(-c3ccccc3NC(C)=O)n2)c1 (centres undefined)	91	105	88	101	108	94	100	85
O=S(=O)(Nc1ncccn1)c1ccc(-n2c(-c3ccc(F)cc3)nc(-c3ccccc3)c2-c2ccccc2)cc1	45	93	65	62	63	84	102	26
Nc1cccc2cccc(N)c12	91	112&106	86&95	97	116&106	105	110&111	80&82
Clc1ccc(OCc2cn(Cc3ccc(-c4ccccc4-c4nn[nH]n4)cc3)nn2)cc1	106	109	115	118	109	106	118	99
O=c1[nH]c(NCc2ccccn2)nc2c3c(sc12)CCCC3	106	.	99	94	106	111	120	97
COC(=O)c1[nH]c(C)c(C(=O)OC)c1C	90	.	98	98	110	104	101	83
COc1cc2c(cc1OC)-c1ccc3cc4c(cc3c1N(CCN(C)C)C2)OCO4	-2.5*	10	3.4*	-2.4*	44	36	24	-12*
O=C1c2ccccc2C(=O)N1CCCSc1nc2ccccc2c(=O)n1CCc1ccccc1	101	100	74	102	97	98	.	71

Three entries from above, sorted by molecular weight, ascending.
SMILES	BT-549	UACC-257	UACC-62	HS 578T	SK-MEL-28	SK-MEL-2	MALME-3M	T-47D
NNCCc1ccc(NC(=O)CCCc2ccccc2)cc1	96	78	90	92	109	91	95	82
C(=N/N=C(N/N=C/c1ccccc1)N/N=C/c1ccccc1)/c1ccccc1	107	114	98	102	103	130	109	97
COc1cc(C)cc(C(O)Cc2cccc(-c3ccccc3NC(C)=O)n2)c1 (centres undefined)	91	105	88	101	108	94	100	85

Compounds listed so far containing a thiophene ring, fused or not (six):
SMILES	BT-549	UACC-257	UACC-62	HS 578T	SK-MEL-28	SK-MEL-2	MALME-3M	T-47D
NCCCNc1nc2c3c(sc2c(=O)[nH]1)CCCC3	107	.	98	106	112	104	104	91
COc1ccc(C2NC(=O)C(Cl)c3c2sc2c(F)cccc32)c(OC)c1 (centres undefined)	101	113	89	.	102	123	91	92
Clc1cc(Nc2ncnc3sc4c(c23)CCCC4)ccc1OCc1ccccc1	101	87	79	93	104	81	107	49
N#Cc1c(-c2cccs2)nc(N2N=C(c3ccccc3)CC2c2ccc(F)cc2)[nH]c1=O (centres undefined)	90	100	87	103	105	101	98	73
Cc1nnc(SCc2nc3sc4c(c3c(=O)[nH]2)CCCC4)[nH]c1=O	120	.	105	113	114	98	125	92
O=c1[nH]c(NCc2ccccn2)nc2c3c(sc12)CCCC3	106	.	99	94	106	111	120	97

(more compounds)
SMILES	BT-549	UACC-257	UACC-62	HS 578T	SK-MEL-28	SK-MEL-2	MALME-3M	T-47D
CCCC(C)(C(=O)Nc1ccc2nc(C)cc(N)c2c1)C(=O)Nc1ccc2nc(C)cc(N)c2c1	68	105	98	129	103	109	76	94
O=C1/C(=C\c2cccn2CCCCn2c3ccccc3c(=O)c3ccccc32)c2ccccc2N1c1c(Cl)cccc1Cl	105	101	82	103	111	105	106	68
O=C(C(=O)N1CCCCC1)c1cn(C(=O)c2ccc(Cl)cc2)c2ccccc12	100	93	99	96	107	103	.	92
CCCCCCCCCCC(O)CCCCCCCCCC	107	.	97	97	103	104	103	94
O=C(O)CN(CC(=O)O)C1C(=O)NC(=O)NC1=O	90	108	96	103	103	104	111	99
Cc1nn2c(/C=C3/C(=O)Nc4cc(Cl)ccc43)c(-c3ccc(F)cc3)nc2s1	78	102	103	97	103	107	75	84
CC(C)(C)c1nc(C(Cl)Cl)nc2cc(-c3ccccc3)nn12	123	111	99	111	98	105	108	102
Cc1ccc2c(N/N=C\c3ccco3)cc(C)nc2n1	88	76	51	86	80	114	91	37
CN(C)CCN(C)CC(C)(C)C(=O)/C=C/c1ccc(Cl)c(Cl)c1	-96*[100 µM]	-90*[100 µM]	-96*[100 µM]	-40*[100 µM]	-99*[100 µM]	-93*[100 µM]	-96*[100 µM]	-57*[100 µM]
Cc1cc2n(n1)c1cc(C)nn1c1cc(C)nn21	103	107	104	115	118	108	116	103
CC(C)(C)NC(=O)CN(C(=O)c1ccccc1C(=O)NCc1ccco1)C(C)(C)C	89	80	97	94	110	105	108	100

Compounds as they come; about 10% have a hit in one of these screens.
